# NPR1 activator – GC-A (human) enzyme activation; P16066; HEK293 GC-A cells, cGMP TR-FRET, EC30 ANP; 0% at EC30 ANP, 100% saturating ANP; activation, % at 10 µM; actives 0.14% (n = 370,000); in the data active means activation above about 40%
# Target sequence (P16066 whole entry, looked up): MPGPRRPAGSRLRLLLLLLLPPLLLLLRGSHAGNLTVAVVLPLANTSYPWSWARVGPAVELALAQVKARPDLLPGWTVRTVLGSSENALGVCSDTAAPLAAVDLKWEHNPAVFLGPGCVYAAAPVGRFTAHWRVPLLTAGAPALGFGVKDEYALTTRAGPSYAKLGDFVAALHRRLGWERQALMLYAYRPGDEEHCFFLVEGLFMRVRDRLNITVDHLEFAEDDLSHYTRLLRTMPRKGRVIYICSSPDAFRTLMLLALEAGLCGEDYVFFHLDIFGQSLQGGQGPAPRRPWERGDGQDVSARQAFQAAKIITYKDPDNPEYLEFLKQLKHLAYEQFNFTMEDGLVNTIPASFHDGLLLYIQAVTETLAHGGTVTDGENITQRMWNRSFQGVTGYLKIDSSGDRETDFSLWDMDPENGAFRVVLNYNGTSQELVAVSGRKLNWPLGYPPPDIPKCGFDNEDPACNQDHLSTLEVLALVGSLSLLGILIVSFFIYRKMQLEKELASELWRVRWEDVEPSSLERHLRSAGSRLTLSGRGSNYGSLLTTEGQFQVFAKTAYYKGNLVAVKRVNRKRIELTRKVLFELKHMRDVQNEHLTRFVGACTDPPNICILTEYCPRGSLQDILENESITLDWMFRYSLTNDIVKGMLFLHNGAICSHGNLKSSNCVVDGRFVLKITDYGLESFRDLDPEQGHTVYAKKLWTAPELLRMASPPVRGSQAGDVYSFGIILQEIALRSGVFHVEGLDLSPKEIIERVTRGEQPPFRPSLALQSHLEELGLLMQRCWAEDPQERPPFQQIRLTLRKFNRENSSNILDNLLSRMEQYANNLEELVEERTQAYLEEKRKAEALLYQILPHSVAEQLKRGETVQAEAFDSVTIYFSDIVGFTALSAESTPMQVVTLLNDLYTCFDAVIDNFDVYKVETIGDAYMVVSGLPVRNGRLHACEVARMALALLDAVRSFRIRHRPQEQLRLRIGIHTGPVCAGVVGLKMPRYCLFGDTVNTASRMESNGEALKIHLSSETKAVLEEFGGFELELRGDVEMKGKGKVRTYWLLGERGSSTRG
# ssDAF-12 act – activators of S. stercoralis DAF-12 nuclear receptor. actives 1% (n = 370,000). activation, % at 6.8 µM. AID 652126. HEK293 ssDAF-12/GRIP1 lit1-tk-luc reporter, luminescence; % of 3 µM dafachronic acid response;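 active means activation above the mean over all tested compounds plus 3 SD, cut at about 0.9% in these data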;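 further: 0% = DMSO-only wells and 100% = 3 µM delta7-dafachronic acid wells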
# DAX1 inh-1 – inhibitors of human orphan nuclear receptor DAX1 (NR0B1); P51843; HEK293 Gal4-DAX1 luciferase reporter, luminescence; inhibition, % at 6.75 µM; actives 0.99% (n = 340,000); AID 504766;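 active means inhibition above the mean over all tested compounds plus 3 SD, cut at about 4.2% in these data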;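 further: 0% = DAX1-transfected cells with DMSO and 100% = empty-vector control cells with DMSO; inhibition shows as a rise in luminescence from relieved DAX1 repression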
# PG9 Ab binder – small molecules binding HIV-1 gp120 antibody PG9. TR-FRET gp120-PG9 antibody binding. inhibition, % at 6.7 µM. actives 0.43% (n = 360,000); in the data active means inhibition above about 8.5%
# GAA850 FXN act – frataxin GAA850 promoter activation. actives 0.56% (n = 360,000). activation, % at 6 µM. AID 540364. HEK293 lucGAA850 FXN promoter luciferase reporter, 24 h; percent of 10 µM SAHA response;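 active means activation above the average of all compounds screened plus 3 SD, cutoff fixed separately per campaign, cut at about 7.5% in these data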;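 further: 0% = DMSO wells and 100% = 10 µM SAHA wells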
# hcDAF12 agonist – activators of H. contortus DAF-12 nuclear receptor. HEK293 hcDAF-12 lit1-tk-luc reporter, luminescence; 0% DMSO, 100% Δ7-dafachronic acid. activation, % at 6.8 µM. AID 652067. actives 1.4% (n = 370,000);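 active means activation above the mean of all tested compounds plus 3 SD, cut at about 5.5% in these data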;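 further: 100% = response to 3 µM Δ7-dafachronic acid high control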
# ADAM17 inh – inhibitors of human ADAM17. recombinant ADAM17, EDANS/DABCYL FRET peptide cleavage. inhibition, % at 6.95 µM. P78536. AID 720648. actives 0.83% (n = 370,000);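 active means inhibition above the mean of compounds lying between control limits plus 3 SD, set per campaign, cut at about 8.5% in these data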;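 further: 0% = DMSO-only wells as the low control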
# ADAM10 inh – ADAM10 inhibition, QFRET primary screen; recombinant ADAM10, EDANS/DABCYL FRET peptide cleavage, 3 h; inhibition, % at 7 µM; actives 0.62% (n = 370,000); AID 720582;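 active means inhibition above a per-campaign cutoff equal to the mean of compounds falling between control-based bounds plus 3 SD, cut at about 20% in these data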;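 further: 0% = DMSO wells while the 100% control is not disclosed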
# SMARCA2 activ – increases SMARCA2 function in MMTV reporter cells; MG213 cells, MMTV-luciferase reporter, dexamethasone, overnight; activation, % at 9.1 µM; actives 1% (n = 370,000); AID 652017; in the data active means activation above about 7.8%;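 further: 0% = vehicle wells and 100% = reference activator wells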
# hgDAF12 agonist – activates the H. glycines DAF-12 receptor ligand-binding domain; HEK293 GAL4-hgDAF12 UAS-luciferase reporter, agonist luminescence; normalized to butyrate control; activation, % at 6.8 µM; actives 1.8% (n = 370,000); AID 687014;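 active means activation above a cutoff set at the mean of all screened compounds plus 3 SD, cut at about 10% in these data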;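 further: 0% = DMSO wells and 100% = sodium butyrate wells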
# DAX1 inh-2 – blocks DAX1 repression of SF-1 activated StAR promoter; HEK293T StAR-luciferase reporter, SF-1/DAX-1 repression relief; inhibition, % at 6.8 µM; actives 1.1% (n = 370,000); AID 652010;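 active means inhibition above the mean over all tested compounds plus 3 SD, cut at about 3.6% in these data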;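 further: 0% = DAX-1 cells with DMSO and 100% = cells lacking DAX-1 with DMSO; higher inhibition means more luminescence from relief of DAX-1 repression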
# * hit, by the source's call; i = inactive; nt = not tested or not shown.
SMILES,NPR1 activator,ssDAF-12 act,DAX1 inh-1,PG9 Ab binder,GAA850 FXN act,hcDAF12 agonist,ADAM17 inh,ADAM10 inh,SMARCA2 activ,hgDAF12 agonist,DAX1 inh-2
O=C(C1CC1)N(CCN(C(=O)C1CC1)c1ccccc1)c1ccccc1,-33.1,-1.0,-0.2,-2.4,-1.3,0.8,-1.5,2.6,-0.8,-2.2,-0.1
O=C(CN1C(=O)C2CC=CCC2C1=O)Nc1nc(-c2ccc(F)cc2)cs1 (configuration not stated),29.7,-1.3,0.5,-0.4,-1.1,1.2,-0.2,-1.8,0.6,1.5,-0.7
CC(C)COc1ccc(C(=O)Nc2sc3c(c2C(=O)O)CC(C)(C)OC3)cc1,2.8,-1.6,0.0,-0.7,-0.4,-2.2,-5.8,-5.1,0.5,-3.0,-0.4
COCCCn1c(=N)c(C(=O)NC2CCCCC2)cc2c(=O)n3ccccc3nc21,6.8,-1.0,1.3,1.6,0.8,1.4,i,i,4.8,4.0,-0.6
COc1cccc(/C=N/Nc2cc(Cl)nc(C)n2)c1O,0.3,-1.1,1.7,1.2,4.4,-1.8,-3.9,-4.0,3.4,3.4,0.3
CCOc1ccc(C(NC(=O)c2ccco2)c2ccc(OC)c(OC)c2)cc1 (configuration not stated),7.7,-1.2,-1.6,1.2,-0.2,-2.0,2.8,-1.7,-2.4,2.2,-0.7
N#CCSc1nnc(-c2ccc(S(=O)(=O)N3CCOCC3)cc2)n1CC1CCCO1 (configuration not stated),4.3,-1.4,-0.8,-1.9,0.7,-1.1,-2.6,-6.2,-1.7,0.5,-0.6
NC(=O)c1cccnc1Oc1ccccc1,1.7,-1.1,-1.0,1.8,0.1,0.2,-1.4,-6.8,-1.5,1.9,0.0
COC(=O)[C@H](CCSC)NC(=O)NCc1ccc(S(N)(=O)=O)cc1,0.6,-1.0,-1.7,1.2,0.2,-2.3,-5.2,1.4,-3.0,-0.1,-0.8
CCCCOc1ccc(C2=CSC3=NCCN23)cc1[N+](=O)[O-],4.2,-0.9,-0.3,-1.4,-0.4,-0.9,-0.1,7.1,-1.9,1.0,-0.7
CC(NS(=O)(=O)c1ccccc1)C(c1cccs1)N1CCN(c2ccccc2)CC1 (configuration not stated),-1.7,-1.6,-0.5,-0.1,1.3,-2.1,3.7,15.3,-4.5,-3.8,-0.3
CC(=O)N1CCCc2cc(S(=O)(=O)Nc3ccc(C)cc3C)ccc21,6.9,-1.7,0.7,1.7,-2.1,0.1,5.1,3.2,-0.7,1.1,-0.1
O=C(c1ccccc1)c1ccc(C(=O)N2CCN(c3ccc(O)cc3)CC2)cc1,-2.6,-0.9,1.9,-1.2,-0.8,-1.7,8.7*,2.4,-4.2,-1.5,0.5
O=C(O)c1ccccc1C(=O)Nc1ccc(S(=O)(=O)Nc2nccs2)cc1,1.2,-0.1,-0.5,-1.9,0.3,-1.3,-2.6,-7.3,7.5,-7.2,-2.6
CN(CCc1ccccn1)C(=O)c1cccnc1Oc1ccccc1,3.2,-1.0,6.4*,-3.0,1.4,0.8,0.5,-3.1,11.6*,0.3,0.1
C=CCN1C(=O)c2ccc(C(=O)N(CC)CC(=O)Nc3ccc(OC)cc3)cc2C1=O,-3.5,-1.1,0.3,-0.8,1.2,-0.2,4.8,15.1,-2.6,-0.7,0.3
Cc1[nH]nc2c1/C(=N\O)CCC2,0.0,-1.2,-0.2,-0.6,1.2,-1.6,-0.1,1.6,0.6,3.5,-0.3
COc1cc(C(=O)N2CCN(S(=O)(=O)c3ccc(C)cc3)CC2)ccc1OCc1c(C)noc1C,-10.5,-0.9,-0.6,-0.8,-1.2,-2.6,-5.3,13.6,-2.3,-4.8,-0.9
COc1ccc(C2CC(c3ccc(C(F)(F)F)cc3)=NN2c2ccc(S(N)(=O)=O)cc2)cc1 (configuration not stated),11.7,-1.6,-0.2,5.3,-0.1,-0.1,i,i,-5.4,1.5,-0.6
C[C@H](NC(=O)c1ccc(C(C)(C)C)cc1)C(=O)N1CCC2(CC1)NCCc1[nH]cnc12,2.4,-0.9,-0.1,-0.6,1.0,-2.2,-1.7,5.1,0.8,5.2,1.1
N=c1oc2ccc(Cl)cc2cc1C(=O)Nc1ccc(F)cc1,-0.6,-0.4,5.5*,-0.7,1.9,3.7,-3.0,-8.3,6.3,4.8,0.6
COc1cccc2c1OC[C@@H](CO)[C@H]2N(C)C(=O)Nc1ccc(Cl)cc1Cl,0.7,-2.4,-3.2,-2.0,-2.2,-3.3,-3.1,0.3,-5.4,-5.5,-2.1
COc1ccc(C(=O)N2CCCc3ccccc32)cc1Br,-5.6,-1.2,2.5,-1.5,0.8,-2.4,-2.9,6.3,0.7,-0.7,-0.4
Cc1ccc(NC(=O)CSc2nc3c(c(=O)[nH]2)CCCC3)cc1C,-3.9,-0.6,1.2,-2.2,0.9,1.2,0.3,1.6,-0.9,-0.3,0.3
CC(=O)Oc1ccc(-c2ccc(C(=O)NCCc3ccc(S(N)(=O)=O)cc3)cc2)cc1,0.7,-1.0,0.0,1.6,-1.2,-0.5,-0.5,-0.4,1.1,4.2,0.2
O=C(Nc1nc2ccc(Oc3ccccc3)cc2s1)c1cc([N+](=O)[O-])ccc1N1CCOCC1,0.3,-1.3,-0.6,-1.4,-0.8,-3.8,-4.0,-2.0,0.1,0.1,-0.3
Fc1ccc(Cn2ccc3ccc(-c4ccc5ccn(Cc6ccc(F)cc6)c5c4)cc32)cc1,1.8,-0.1,nt,nt,nt,1.2,-15.1,-47.5,-2.3,1.9,-1.4
COc1ccccc1N(CC(=O)NCc1ccccc1)S(C)(=O)=O,-3.6,-1.4,-0.3,-1.7,3.3,-1.4,-3.7,-1.1,-4.1,-0.9,-0.6
Cn1nccc1NC(=O)Nc1cccc(Cl)c1Cl,-4.5,-1.0,-0.6,-0.3,1.7,-2.5,-4.2,-3.1,-2.7,-3.5,-0.1
CCOC(=O)CN1NC2(CCCCC2)NC1=S,-0.3,-0.4,0.4,-1.9,2.3,-0.5,-3.3,-2.1,0.0,0.9,0.2
COCCn1c(SCC(=O)N2CC(=O)Nc3ccccc32)nc2ccccc2c1=O,-24.7,-0.8,-1.5,-0.9,1.7,0.4,1.6,-1.7,0.3,0.9,-0.3
O=C1NN=C(CSc2n[nH]c(=S)s2)CS1,0.2,-1.6,-1.8,-0.9,-0.6,1.8,0.0,0.9,-2.6,-3.8,0.5
C=CCn1c(SCC(N)=O)nnc1-c1cnccn1,2.8,-1.0,1.1,-2.0,0.2,0.6,0.1,-2.8,-0.8,-1.1,-0.1
O=[N+]([O-])c1ccc(N2CCC(O)CC2)nc1,2.4,-1.8,-0.1,2.0,0.9,1.6,-4.8,6.7,0.1,5.5,-0.6
Cc1nn2c(C)c(C(=O)Nc3ccccc3)cnc2c1C#N,-3.3,-1.7,0.1,-2.0,0.2,-2.2,-8.9,-23.6,0.4,-0.1,-0.7
COc1cc(CC(=O)OCC(=O)NC2CC2)cc(OC)c1OC,-4.6,-0.8,-0.3,-2.7,1.4,-1.6,-5.0,-5.7,1.2,0.9,-0.3
CCOC(=O)N1CCC(Nc2ncnc3c2cnn3-c2ccc(Cl)cc2)CC1,-4.6,-0.7,1.1,2.2,-5.3,-0.3,-5.3,5.1,-3.4,-1.8,-0.8
COCCOC(=O)c1sc(=S)n(CCOC)c1N,1.1,0.0,2.0,1.7,-0.3,0.4,-1.3,-4.7,-1.5,-1.6,-0.1
CS(=O)(=O)N(CC(=O)N1CCCC1)C1CCCCC1,3.6,-1.7,0.4,-0.4,-0.8,-2.4,1.6,1.1,4.2,-0.3,-0.4
O=C1CN(C(=O)c2ccccc2)c2ccccc2N1,-3.8,-1.4,1.0,1.2,1.1,-1.9,-7.5,0.5,-2.5,-1.3,-0.8
COc1ccccc1CN1CC(C(=O)NCc2nccn2C)CCC1=O (configuration not stated),2.6,-1.1,0.3,-2.0,1.2,-1.6,-4.1,1.5,-1.7,1.6,1.0
Cc1cc(C)c2nc(N3C(=O)C(O)=C(C(=O)c4ccco4)C3c3cccc(O)c3)sc2c1 (configuration not stated),-1.5,-1.0,-0.7,-2.0,0.5,-1.4,1.4,-0.2,0.3,0.7,1.6
C=C1C(=O)[C@]23C[C@H]1CCC2[C@@]1(C)C(C[C@@H]3O)[C@](C)(C(=O)O)C[C@H](O)[C@@H]1O (some centres not stated),3.6,-1.7,nt,0.1,nt,-1.7,-4.5,-16.7,-2.3,0.0,-1.0
OC(CNCCc1ccc(C(F)(F)F)cc1)COc1ccc2ccccc2c1 (configuration not stated),-3.0,-0.8,0.4,-1.0,2.5,-0.2,5.3,10.3,-0.3,-2.3,-0.2
CC(CCc1ccccc1)NC(=O)C1CCN(S(=O)(=O)N2CCCCC2)CC1 (configuration not stated),2.3,-1.9,-1.8,1.9,0.6,-2.6,1.7,5.4,1.4,-0.2,0.0
Cc1ccccc1-c1nnn(Cc2cccc(S(=O)(=O)N3CCOCC3)c2)n1,-2.6,-1.3,-1.1,0.5,-0.7,-2.6,3.4,-0.8,-2.9,-2.2,-2.2
O=C1Cc2cc(NS(=O)(=O)c3ccc(F)cc3)cc3c2N1CCC3,-0.4,-1.3,1.7,1.2,0.8,0.7,-3.1,-3.3,-2.6,-0.6,-1.4
O=C(O)CN(CCc1ccccc1)S(=O)(=O)c1ccccc1,3.2,-1.5,-1.5,-0.3,1.9,-2.6,-0.9,-1.9,-0.2,0.4,-0.1
Cc1c(C(=O)N2CCCCCC2)oc2ccccc12,-1.2,-1.7,-0.2,-0.2,-0.3,-0.8,-3.2,-2.7,-2.4,-0.5,-0.2
Cc1ccc([N+](=O)[O-])cc1NC(=O)CSc1nncc2ccccc12,6.6,-1.1,0.3,1.1,-1.9,-0.2,-3.4,-7.6,-3.2,-0.5,0.1
CCN(c1ccccc1)S(=O)(=O)c1ccc(C(=O)NCC(=O)Nc2ccc(F)c(F)c2F)cc1,0.3,-1.4,0.3,-1.7,-1.6,-1.7,1.9,9.4,-2.2,-0.4,-3.0
Cc1ccc(C(=O)CN(CCC(=O)O)S(=O)(=O)c2ccc([N+](=O)[O-])cc2)cc1,1.1,-1.0,-0.6,1.4,-0.4,-0.6,5.9,2.5,-0.9,-0.1,0.1
Cc1noc(C)c1S(=O)(=O)Nc1ccc2c(c1)C(=O)N([C@H](C)CO)C[C@H](C)[C@H](CN(C)C(=O)NC(C)C)OCCCC[C@@H](C)O2,4.6,-1.1,2.3,-0.5,-1.7,1.4,5.0,-2.5,-4.0,-0.6,-0.4

# Bioassay records as filed in PubChem.

# Rows are unselected; about 6.8% have a hit in one of these screens.
